All columns: NCI-60 one-dose screen, growth in % after 48 h at 10 µM unless noted; 100 = growth as untreated, 0 = no growth, -100 = all killed.
NCI-H226 = NCI-H226 lung cancer; actives 3.5% (n = 79,000); AID 1794732
NCI-H322M = NCI-H322M lung cancer. actives 2.7% (n = 80,000)
SK-OV-3 = SK-OV-3 ovarian cancer cells. actives 3.2% (n = 80,000). AID 1794785
NCI-H522 = NCI-H522 lung cancer; actives 8% (n = 78,000)
NCI-H23 = NCI-H23 lung cancer | AID 1794731 | actives 4% (n = 80,000)
OVCAR-4 = OVCAR-4 ovarian cancer cells; actives 3.7% (n = 80,000)
NCI-H460 = NCI-H460 lung cancer. actives 6.8% (n = 82,000)
IGROV1 = IGROV1 ovarian cancer; actives 4.7% (n = 79,000)
NCI/ADR-RES = NCI/ADR-RES ovarian cells | actives 4.4% (n = 81,000) | AID 1794790
Active calls of the source: *; / = no result given; & = joins results of further samples. How the source made its calls: active means growth percent below 10; inactive means the rest. The order is random, and some 11% of all compounds hit somewhere here.

Results follow in this order: NCI-H226 | NCI-H322M | SK-OV-3 | NCI-H522 | NCI-H23 | OVCAR-4 | NCI-H460 | IGROV1 | NCI/ADR-RES
1: O=C(Oc1ccc(-c2ccc([N+](=O)[O-])cc2)cc1)c1ccccc1
    106 | 97 | 114 | 100 | 105 | 95 | 120 | 98 | 117
2: CCCCCCNC(=O)Oc1ccc(/C(=C(/C)c2ccccc2)c2ccc(OCCN(C)C)cc2)cc1
    90 | 77 | 93 | 69 | 65 | 74 | 18 | 66 | 71
3: CN(Cc1ccccc1)c1nc(Cl)c(C2CC(c3ccc(Cl)cc3)=NN2c2ccccc2)s1 (stereo unspecified)
    112 | 107 | 102 | 77 | 92 | 109 | 105 | 107 | 104
4: Cc1ccc(NC(=O)Nc2sc3c(c2C#N)CCCC3)cc1
    90 | 99 | / | 93 | 107 | 103 | 103 | 102 | 103
5: CSc1nc(-c2ccc(Cl)cc2)c(C#N)c(N2CCOCC2)n1
    82 | 98 | 89 | 70 | 89 | 82 | 96 | 88 | 88
6: Cn1c(=O)c2c(nc(Sc3nc(-c4ccccc4)c(C#N)c(=O)[nH]3)n2CC(=O)Nc2ccc(S(N)(=O)=O)cc2)n(C)c1=O
    94 | 102 | 105 | 95 | 88 | 112 | 103 | 102 | 98
7: O=C1C=CC(=O)N1c1ccc(Nc2ccccc2)cc1
    103 | 127 | 108 | 96 | 104 | 109 | 110 | 125 | 103
8: COC(=O)c1c(-c2ccccc2)c(-c2ccccc2)[nH]c(=O)c1C#N
    104 | 99 | 113 | 98 | 107 | 103 | 104 | 109 | 112
9: OCCNc1oc(-c2ccccc2)nc1[P+](c1ccccc1)(c1ccccc1)c1ccccc1
    1.9* | 55 | -3.4* | 2.3* | 8.3* | 10 | 5.2* | -13* | 99
10: COCc1cc(C)nc2sc(-c3snnc3C)c(N)c12
    97 | 108 | 100 | 84 | 96 | 102 | 101 | 108 | 93
11: CC(N)(C(=O)O)c1ccccc1 (stereo unspecified)
    107 | 114 | 101 | 81 | 95 | 127 | 107 | 110 | 109
12: COc1cccc(-c2nc3sccn3c2-c2ccnc(NCCNS(=O)(=O)c3ccccc3)c2)c1
    19 | 58 | 42 | 30 | 19 | 15 | 20 | 26 | 6.4*
13: CCc1c(C(=O)NC)[nH]c(C)c1C(C)=O
    99 | 106 | 99 | 94 | 111 | 104 | 107 | 112 | 107
14: CC1=Nc2cccc3cccc(c23)N=C(C)C1
    90 | 156 | 100 | 95 | 100 | 120 | 148 | 75 | 104
15: c1cc(C2=N[C@@H]3c4ccccc4C[C@@H]3O2)nc(C2=N[C@@H]3c4ccccc4C[C@@H]3O2)c1
    101 | 107 | 117 | 93 | 98 | 100 | 109 | 104 | 99
16: CCOC(=O)C1=C(C)Nc2nc3ccccc3n2C1c1cccc(Br)c1 (stereo unspecified)
    102 | 98 | 94 | 37 | 87 | 89 | 89 | 77 | 59
17: O=C(NNc1ccccc1)c1ccccc1Cl
    81 | 71 | 98 | 42 | 102 | 96 | 102 | 96 | 84
18: CCCCCCN(CCCCCC)C(C)=O
    98 | 111 | 106 | 92 | 103 | 112 | 110 | 102 | /
19: COc1c(F)cc(-n2c(C(=O)N3CC(F)C3)cc3cccnc32)cc1F
    96 | 95 | 111 | 91 | 94 | 97 | 106 | 94 | 91
20: Cc1ccccc1N1CCN(C(=O)Cc2ccc(OCC(=O)Nc3ccc(Cl)cc3)cc2)CC1
    72 | 83 | 86 | 77 | 85 | 86 | 91 | 85 | 79
21: CCNC1=CC(=O)c2ncccc2C1=O
    34 | 14 | 74 | -46* | -50* | 47 | -78* | 63 | 56
22: CCCC(C)c1cc([N+](=O)[O-])cc([N+](=O)[O-])c1O (stereo unspecified)
    90 | 113 | 93 | 94 | 91 | 84 | 94 | 122 | 93
23: Nc1nc2ccc(Br)cc2o1
    104 | 89 | 95 | 91 | 101 | 106 | 100 | 86 | 113
24: COc1cccc(-c2nc3sccn3c2-c2ccnc(NCCNS(=O)(=O)c3ccc(Cl)cc3)c2)c1
    59 | 97 | 88 | 82 | 77 | 51 | 73 | 74 | 49
25: COc1ccccc1C1OC2=C(Nc3ccccc3N2)C1=O (stereo unspecified)
    101 | 96 | 101 | 79 | 95 | 100 | 109 | 99 | 100
26: CCCSc1nc2c(c(=O)n(C)c(=O)n2C)n1C
    110 | 130 | 189 | 75 | 88 | 105 | 107 | / | 78
27: COc1cccc(/C=C2\COc3ccc(-c4ccccc4)cc3C2=O)c1
    66 | 45 | 74 | 25 | 45 | 65 | -22* | 4.3* | 5.4*
28: COc1cc2c(cc1OC)C(Sc1ccc(C)cc1)c1c(nc(N)c(C#N)c1N)O2 (stereo unspecified)
    -1.2* | -94* | -71* | -29* | -74* | -59* | -55* | -73* | -32*
29: c1ccc2c3c([nH]c2c1)C(c1ccc2c(c1)OCO2)c1c([nH]c2ccccc12)C3c1ccc2c(c1)OCO2 (stereo unspecified)
    101 | 78 | 108 | 97 | 93 | 115 | 108 | 87 | 95
30: O=C(CCc1n[nH]c(=S)o1)c1nc2ccccc2[nH]1
    112 | 96 | 105 | 101 | 106 | 105 | 116 | 102 | 108

Complete entries from above. Order of values: NCI-H226	NCI-H322M	SK-OV-3	NCI-H522	NCI-H23	OVCAR-4	NCI-H460	IGROV1	NCI/ADR-RES
`Nc1nc2ccc(Br)cc2o1` as listed: 104	89	95	91	101	106	100	86	113
`c1cc(C2=N[C@@H]3c4ccccc4C[C@@H]3O2)nc(C2=N[C@@H]3c4ccccc4C[C@@H]3O2)c1` as listed: 101	107	117	93	98	100	109	104	99
`CN(Cc1ccccc1)c1nc(Cl)c(C2CC(c3ccc(Cl)cc3)=NN2c2ccccc2)s1` (stereo unspecified) as listed: 112	107	102	77	92	109	105	107	104

Some values from the results shown:
no. 13 – SK-OV-3 = 99
no. 11 – NCI-H522 = 81
no. 17 – NCI-H460 = 102
no. 9 – NCI-H322M = 55

The main list resumes, repeating the four entries before the break.
Results follow in this order: NCI-H226 | NCI-H322M | SK-OV-3 | NCI-H522 | NCI-H23 | OVCAR-4 | NCI-H460 | IGROV1 | NCI/ADR-RES
27: COc1cccc(/C=C2\COc3ccc(-c4ccccc4)cc3C2=O)c1
    66 | 45 | 74 | 25 | 45 | 65 | -22* | 4.3* | 5.4*
28: COc1cc2c(cc1OC)C(Sc1ccc(C)cc1)c1c(nc(N)c(C#N)c1N)O2 (stereo unspecified)
    -1.2* | -94* | -71* | -29* | -74* | -59* | -55* | -73* | -32*
29: c1ccc2c3c([nH]c2c1)C(c1ccc2c(c1)OCO2)c1c([nH]c2ccccc12)C3c1ccc2c(c1)OCO2 (stereo unspecified)
    101 | 78 | 108 | 97 | 93 | 115 | 108 | 87 | 95
30: O=C(CCc1n[nH]c(=S)o1)c1nc2ccccc2[nH]1
    112 | 96 | 105 | 101 | 106 | 105 | 116 | 102 | 108
31: O=C(CN1C=NC2C(N3CCOCC3)=NC=NC21)c1ccc(Br)cc1 (stereo unspecified)
    / | 97 | / | 87 | 99 | 97 | 100 | 96 | 103
32: COc1ccc(C(=O)c2cc(OC)c(C)c(OC)c2)cc1OC(=O)CCl
    104 | 44 | 19 | 16 | 27 | 60 | 7.4* | 31 | 10
33: CCOC(=O)/C(C#N)=C/c1ccc(Cl)cc1
    100 | 97 | 121 | 97 | 100 | 113 | 107 | 99 | 103
34: COC1=C(NCc2ccc3c(c2)OCO3)C(=O)C(OC)=C(NCc2ccc3c(c2)OCO3)C1=O
    / | 99 | 96 | 88 | 84 | 94 | 107 | 90 | 102
35: CNC(=O)NN
    103 | 103 | 96 | 104 | 98 | 110 | 105 | 108 | 105
36: Cc1ccc(CCC(=O)Nc2ncc(Cc3cc(Cl)ccc3Cl)s2)o1
    46 | 33 | 33 | 3.1* | 32 | 43 | 5.7* | 17 | -4.3*
37: C/C(=N/O)c1ccc(-n2c(=O)c3cc4c(=O)n(-c5ccc(/C(C)=N\O)cc5)c(=O)c4cc3c2=O)cc1
    97 | 98 | 108 | 97 | 96 | 100 | 108 | 100 | 100
38: CC(=O)OC1Oc2ccc(C)cc2-c2oc(=O)c([Se]c3ccccc3)cc21 (stereo unspecified)
    124 | 126 | 104 | 108 | 106 | 112 | 112 | 114 | 103
39: CC1(C)CC(=O)C2=C(C1)OC1=C(C(=O)CC(C)(C)C1)C2c1ccc(OCc2cn(-c3ccc(F)cc3F)nn2)cc1
    89 | 105 | 100 | 77 | 102 | 94 | 100 | 102 | 94
40: O=C(/C=C/c1ccccc1)c1ccc([N+](=O)[O-])cc1
    107 | 109 | 103 | 81 | 104 | 99 | 113 | 113 | 110
41: CN(C)/C(=C/C(=O)c1ccccc1)C(=O)c1ccccc1
    100 | 123 | 105 | 92 | 102 | 112 | 109 | 120 | 104
42: COc1cc(C(=O)[C@H]2COC(=O)C[C@@H]2c2ccc(OC(C)=O)c(OC)c2)ccc1OC(C)=O
    87 | 103 | 85 | 66 | 102 | 101 | 100 | 103 | 104
43: N#CCCC(CCC#N)(CCC#N)C(=O)c1ccccc1
    104&94 | 121&103 | 95&110 | 118&92 | 99&107 | 105&108 | 106&102 | 119&104 | 99&105
44: CCC1=NC(CC)(CC)SC1C (stereo unspecified)
    109 | 101 | 106 | 80 | 104 | / | 107 | 105 | 107
45: CCC1C(=O)NC(=O)SC1c1ccccc1 (stereo unspecified)
    95 | / | 100 | 93 | 96 | 108 | 108 | 91 | 103
46: N#CCCC1(CCC#N)c2ccccc2-c2ccccc21
    103 | 113 | 112 | 92 | 92 | 95 | 102 | 102 | 89
47: CC(C)n1nc(C#Cc2cccc(NC(=O)c3cccc(C(F)(F)F)c3)c2)c2c(N)ncnc21
    -0.1* | -18* | -52* | -19* | -3.4* | 11 | 5.9* | -62* | -13*
48: Cn1c(=O)[nH]c2ccccc2c1=O
    109 | 105 | 108 | 97 | 104 | 110 | 111 | 111 | 102
49: CCCCCCCCCc1ccc(O)c(Cl)c1
    98 | 109 | 103 | 95 | 106 | 99 | 90 | 113 | 105
50: CN1C(=O)C(C2=NN(c3ccccc3)C(c3ccccc3C(=O)O)C2)C(=O)N(C)C1=O (stereo unspecified)
    97 | 89 | 87 | 84 | 99 | 117 | 106 | 104 | 96
51: CCC(=O)Nc1ccc(C)cc1C
    101 | 85 | 101 | 90 | 107 | 103 | 104 | 99 | 99
52: NS(=O)(=O)c1ccc(N2N=C(c3ccc(-c4ccccc4)cc3)CC2c2ccc(Cl)cc2)cc1 (stereo unspecified)
    81 | 88 | 95 | 75 | 86 | 76 | 70 | 88 | 84
53: CC/C=C\C[C@H](O)C/C=C1/C(=O)C=C[C@@H]1C/C=C\CCCC(=O)OC(C)C
    -39* | -1.6* | 16 | -54* | -40* | 23 | 0.8* | -2.9* | 6.4*
54: CCOc1cc2ncc(C#N)c(Nc3ccc(F)c(Cl)c3)c2cc1NC(=O)CC1CCSS1 (stereo unspecified)
    -51* | -74* | -92* | -49* | -51* | -69* | -64* | -46* | -30*
55: CNC(=O)NCCCCCNC(=O)NC
    120 | 101 | 92 | 93 | 102 | 113 | 104 | 104 | 116
56: Cn1c(N)c(C(=O)N2CCN(c3ccccc3)CC2)c(=O)n(C)c1=O
    102 | 110 | 96 | 89 | 102 | 104 | 108 | 115 | 99
57: CS(=O)(=O)c1ccc(N2N=C(c3ccc(F)cc3)CCC2=O)cc1
    105 | 107 | 96 | 93 | 93 | 94 | 97 | 118 | 95
58: O=[N+]([O-])c1ccc(Nc2ccccc2N=Cc2c(O)ccc3ccccc23)c2nonc12
    84 | 96 | 85 | 85 | 97 | 95 | 97 | 93 | 100
59: COc1ccc(C2CC(=O)c3ccccc3O2)cc1OC (stereo unspecified)
    101 | 90 | 122 | 91 | 102 | 104 | 104 | 92 | 102
60: Cc1nn(-c2cccc(Cl)c2)c(C)c1N=Nc1ccc(Br)cc1
    101 | 102 | 92 | 69 | 97 | 94 | 103 | 100 | 105
61: O=C(O)c1ccc(N/C=C/C(=O)c2cc3cc(Br)ccc3oc2=O)cc1
    93 | 95 | 98 | 79 | 99 | 102 | 102 | 100 | 104
62: Cc1ccc(Nc2nc(N)nc(N)c2N=O)cc1
    95 | 99 | 93 | 85 | 90 | 103 | 103 | 73 | 95
63: CC(=O)c1cccc(NC(=O)CCC(=O)NS(=O)(=O)c2ccc(C)cc2)c1
    108 | 109 | 100 | 102 | 108 | 118 | 120 | 115 | 112
64: C=CC[n+]1c(/C=C/C=C2\N(C)c3ccccc3C2(C)C)sc2ccc(OC)cc21
    11 | 26 | -14* | 3.5* | 12 | 25 | 7.8* | 41 | 72
65: CCCCOC(=O)c1ccc(Nc2cc(C)nc3ccc(OC)cc23)cc1
    / | 103 | 102 | 72 | 99 | 82 | 92 | 101 | 90
66: COc1cc(C2CC(=O)Nc3c2c(C)nn3-c2nc3ccccc3n2C)cc(OC)c1O (stereo unspecified)
    / | 110 | 110 | 103 | 109 | 107 | 109 | 110 | 112
67: Nc1nc2c(N=Nc3ccccc3)c(N)nn2c(-c2ccc(Cl)cc2)c1-c1nc2ccccc2s1
    96 | 98 | 103 | 99 | 100 | 107 | 105 | 98 | 102
68: Cc1nc2sccn2c(=O)c1CCN1CCC(=C(c2ccc(F)cc2)c2ccc(F)cc2)CC1
    101 | 86 | 103 | 87 | 127 | 98 | 110 | 88 | 94
69: N#Cc1ccccc1-c1ccc(CN2C(=O)S/C(=C\c3ccc(F)cc3)C2=O)cc1
    98 | 111 | 102 | 94 | 100 | 105 | 103 | 105 | 103
70: Cc1cc(N)ccc1Cc1ccc(N)cc1C
    95 | / | 93 | 88 | 97 | 102 | 102 | 99 | 98

Screening data deposited in PubChem BioAssay by NCI.
